Assay outcomes deposited in PubChem BioAssay by Fisher Drug Discovery Resource Center.
NPYLR7 ag – activates Aedes aegypti NPYLR7 receptor; activation, % at 10 µM; AID 1259423; HEK293T NPYLR7/Galpha15, GCaMP6s calcium fluorescence; hit rate 0.15% among 270,000; in the data active means activation above about 40%;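 further: 0% = vehicle and 100% = reference agonist at the receptor; some compounds past the cut are filed as inactive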
mcGAS inh – blocks mouse cGAS activity; Q8C6L5; recombinant cGAS, Kinase-Glo ATP depletion luminescence; inhibition, % at 12.5 µM; hit rate 0.15% among 160,000; AID 1259399;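 further: 0% = negative control wells and 100% = reference inhibitor with no enzyme activity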
hcGAS inh – human cGAS inhibition. Q8N884. recombinant h-cGAS, ATP depletion, Kinase-Glo luminescence. inhibition, % at 12.5 µM. hit rate 0.081% among 290,000. AID 1259398;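 further: 0% = vehicle reaction and 100% = reaction without DNA for no activity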
Target sequence (Q8N884 whole entry, looked up): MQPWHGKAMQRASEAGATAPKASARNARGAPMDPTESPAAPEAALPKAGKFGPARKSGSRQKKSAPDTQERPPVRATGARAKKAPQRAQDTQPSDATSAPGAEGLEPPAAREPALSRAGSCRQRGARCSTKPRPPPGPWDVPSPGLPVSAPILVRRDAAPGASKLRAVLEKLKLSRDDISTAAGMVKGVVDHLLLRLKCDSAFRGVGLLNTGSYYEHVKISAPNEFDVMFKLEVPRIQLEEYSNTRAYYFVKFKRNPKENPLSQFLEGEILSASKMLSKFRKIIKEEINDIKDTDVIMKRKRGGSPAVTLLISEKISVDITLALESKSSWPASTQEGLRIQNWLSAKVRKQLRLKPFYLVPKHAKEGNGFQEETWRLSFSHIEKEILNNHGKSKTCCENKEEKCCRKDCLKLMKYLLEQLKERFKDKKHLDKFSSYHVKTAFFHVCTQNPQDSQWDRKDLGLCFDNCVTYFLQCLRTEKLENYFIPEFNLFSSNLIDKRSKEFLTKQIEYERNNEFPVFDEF
Starred values were filed as active, the others as inactive; / = not tested or not shown; & = joins results of further samples. Unless noted, no stated cut-off is given here; in the data, active means inhibition above about 40%; inactive means the rest.

SMILES	NPYLR7 ag	mcGAS inh	hcGAS inh
C=Cc1ccc(CN2C(=O)C(C)Oc3cc(Cl)ccc32)cc1 (stereo not given)	5	/	-3
CC(=O)c1ccc(OCC(O)CN2CCCC3CCCCC32)cc1 (stereo not given)	2	/	5
O=S(=O)(CCc1ccccc1)c1ncn[nH]1	5	/	-7
O=C(c1ccc(Cn2cnnn2)cc1)N1CCCC(Nc2ccc3c(c2)OCO3)C1 (stereo not given)	3	/	-6
CCOC(=O)c1ccc2c(c1)nc(SCc1ccc(Cl)cc1)n2Cc1ccc(C(F)(F)F)cc1	-4	-6	-5
CCOc1sc2nc(C)n(CC(=O)N(CC)CC)c(=O)c2c1C	-4	/	-3
O=C1CC(c2ccc(F)cc2)Sc2nc(C34CC5CC(CC(C5)C3)C4)nn21 (stereo not given)	-5	/	-9
CC(=O)c1cccc(NC(=O)C(C)N(C)Cc2cccc(Cl)c2Cl)c1 (stereo not given)	5	/	2
Cc1noc(Cl)c1CCC(=O)NC(CC(C)C)c1ccccc1 (stereo not given)	3	/	-10
Cc1cccc(C)c1OCc1cc(C(=O)N2CCN(Cc3nccn3C)CC2)no1	5&11	-5	-1&-6
CNC(=O)CN1CCN(C(=O)C(C)=C(C)C)CC1	0	/	-5
CSc1nnc(CC2CCN(C(=O)c3ccc(C)cc3F)CC2)n1C	-3	-1	1
COc1ccccc1NC(=O)CSc1nc(=O)n(CCCN(C)C)c2c1CCC2	0	-1	-5
CCS(=O)(=O)c1ccc(CC(=O)N=c2sc3cc(C)cc(C)c3n2C)cc1	-7	4	7
CC(C)Oc1cc(F)ccc1-c1cc(C(=O)NCC2CCCCC2)[nH]n1	4	-5	-6
CCCCN(CC(=O)Nc1cc(-c2ccccc2)nn1-c1ccc(OC)cc1)S(=O)(=O)/C=C/c1ccccc1	/	-3	1
Cc1nc(-c2ccccn2)[nH]c(=O)c1CC(=O)OC(C)c1ccc(F)cc1F (stereo not given)	3	/	-4
Cc1c(C(=O)NCc2ccc(Cl)c(Cl)c2)sc(=O)n1Cc1ccc(S(=O)(=O)N(C)C)cc1	0	/	-7
O=c1c(-c2ccc(Cl)cc2)[n+]([O-])c2ccccc2n1OCc1c(F)cccc1F	-10	/	0
O=C(c1ccccc1C(F)(F)F)N1CCC(c2nc(-c3ccccc3F)no2)CC1	17	-2	-4
CN(C)CCNC(=O)c1coc(CN(Cc2ccc(F)cc2)Cc2cccc(F)c2)n1	/	-5	-5
CCOC(=O)C1=C(C)N=c2s/c(=C\c3cccc(OC)c3)c(=O)n2C1c1ccc(Cl)cc1 (stereo not given)	-5	-5	-6
O=C(c1ccc(Cl)c(Cl)c1)N1CCC(c2nc(-c3ccncc3)no2)CC1	6	-7	-2
O=C(NCc1ccco1)C1COC2(CCN(C(=O)c3ccco3)CC2)N1C(=O)c1ccc(F)cc1 (stereo not given)	0	-4	-3
Cc1ccc2nc(-c3ccc(NC(=O)c4cc(I)ccc4Br)cc3)oc2c1	-4	/	-9
CN(/N=C/C=C/c1ccccc1)c1ccccn1	-11	/	1
c1cncc(Cn2ccnc2-c2cccc(-n3cccn3)c2)c1	31	-11	-6
c1ccc(-c2nc(N3CCCCC3)nc3ccccc23)cc1	-4	-5	-7
O=C(NCc1nnc2n1CCCC2)c1ccc(C2CCCO2)s1 (stereo not given)	-1	/	-3
O=C(CCCSc1nnnn1-c1ccccc1)c1ccc(F)cc1	-5	-8	-5
C#Cc1ccc(NC(=O)C2(C)CCN2C(=O)c2ccccc2CCc2ccccc2)cc1 (stereo not given)	-3	-1	2
Cc1nn(-c2cccc(Cl)c2)c(Cl)c1/C=N\N1C(C)CCCC1C (stereo not given)	0	/	-8
c1ccc(CCN2CCC(NCc3ccccc3Cn3cccn3)C2)cc1 (stereo not given)	-3	/	-2
Cc1ccc(C(=O)N(Cc2ccccc2)CC2CCOCC2)o1	4	/	-14
O=C(c1cccc2ccccc12)N1CCN(C2=NS(=O)(=O)c3ccccc32)CC1	5	-4	-1
Cc1ccc(-n2c(C)cc(/C=C/[N+](=O)[O-])c2C)cc1I	0	9	-5
O=C(CN1CCN(C2CCS(=O)(=O)C2)CC1)Nc1ccc(F)cc1F (stereo not given)	5	-8	-9
CCc1ccccc1NC(=O)CN1CC(=O)N(Cc2ccccc2)C1=S	19	-11	-5
O=S(=O)(c1cccc2nonc12)N1CCCn2cncc2C1	6	-12	-7
CCCn1c(O)c(N=NC(=O)c2ccc(Br)cc2)c2ccccc21	-10	-7	2

Some values from the entries so far.
NPYLR7 ag result of `O=C(CN1CCN(C2CCS(=O)(=O)C2)CC1)Nc1ccc(F)cc1F` (stereo not given) : 5
hcGAS inh result of `c1ccc(CCN2CCC(NCc3ccccc3Cn3cccn3)C2)cc1` (stereo not given) : -2
mcGAS inh result of `O=S(=O)(c1cccc2nonc12)N1CCCn2cncc2C1` : -12
mcGAS inh result of `C#Cc1ccc(NC(=O)C2(C)CCN2C(=O)c2ccccc2CCc2ccccc2)cc1` (stereo not given) : -1
mcGAS inh result of `Cc1ccc(-n2c(C)cc(/C=C/[N+](=O)[O-])c2C)cc1I` : 9
hcGAS inh result of `CCCn1c(O)c(N=NC(=O)c2ccc(Br)cc2)c2ccccc21` : 2

A different layout for 2 compounds above:
smiles | NPYLR7 ag | mcGAS inh | hcGAS inh
C#Cc1ccc(NC(=O)C2(C)CCN2C(=O)c2ccccc2CCc2ccccc2)cc1 (stereo not given) | -3 | -1 | 2
Cc1nn(-c2cccc(Cl)c2)c(Cl)c1/C=N\N1C(C)CCCC1C (stereo not given) | 0 | / | -8

(further entries)
SMILES	NPYLR7 ag	mcGAS inh	hcGAS inh
COCCN(CC(=O)Nc1nc(CC(=O)N[C@H]2CCCCNC2=O)cs1)C(=O)c1ccc(Cl)cc1Cl	/	-6	-12
Cc1cnc(NC(=O)c2cccc(CN3CCNC(=O)C3CCO)c2)s1 (stereo not given)	7	/	-8
CCc1nc2c(OCC(=O)c3ccc(F)cc3)cccn2c1N(C)C(=O)c1ccc(OC)cc1	1	-2	-3
NC(=O)CCCCC1CCSS1 (stereo not given)	-3	/	-1
Cc1[nH]c2c(c1C(=O)N1CCCC3(CN(C)C(=O)O3)C1)C(=O)CCC2 (stereo not given)	3	/	3
COc1nc(-c2cccs2)n(-c2ccc(NC(=O)c3ccccc3F)cc2)n1	19	-6	-4
Cc1nccn1-c1ccc(NC(=O)C2CCCN(Cc3ccc4nonc4c3)C2)cc1 (stereo not given)	0&-6	/	-11&-5
Cc1ccc2nc(SCc3ccc(C(F)(F)F)cc3)nc(=O)n2c1	1	-6	-4
CCOC(=O)c1nn(-c2ccccc2)c(=O)cc1OCC(=O)Nc1cc(OC)cc(OC)c1	6	/	-1
Cc1cc(C(=O)Nc2nnc(-c3ccno3)o2)no1	4	0	-2
Cn1c(=O)c2c(nc(N3CCOCC3)n2CCSc2ncccn2)n(C)c1=O	-4	-1	4
COCCN(CC1CCCN(C2Cc3ccccc3C2)C1)C(=O)c1ccncc1 (stereo not given)	4	/	-8
FC(F)(F)c1nc(Nc2cccc(-n3cnnn3)c2)c2ccccc2n1	5	/	-5
CS(=O)(=O)NCCNCC(=O)Nc1ccc(Cl)cc1F	33	-17	-3
Cc1c(C(=O)N2CC3CCC2C3)sc2ncnc(NCc3ccc4c(c3)OCO4)c12 (stereo not given)	34	-12	-9
C=C1CCC2C(CC2(C)C)C(=O)CCC1O (stereo not given)	-5	/	-4
O=C(c1ccccc1Br)N1CCN(c2cc(Oc3ccccc3F)ncn2)CC1	10	-4	-13
COc1ccc(Br)cc1-c1nnc2n(C)c3c(=O)n(C)c(=O)n(C)c3n12	6	/	-3
Cc1nccn1CC(=O)N1CCC2(CCC(CN3CCN(C)CC3)O2)CC1 (stereo not given)	/	0	6
COc1ccc(NC2CCCN(c3cnc4ccccc4n3)C2)cc1 (stereo not given)	9	/	-4
CS(=O)(=O)Oc1ccc(/C=C2/C(=N)N3N=C(C4CCCCC4)SC3=NC2=O)cc1	-1	/	0
O=C1c2ccccc2NC2(CCN(S(=O)(=O)c3cccs3)CC2)N1c1cccnc1	0	/	-6
c1cnc(SCc2nc(-c3cccs3)no2)nc1	0	/	-1
Cc1nc(-c2ccc(Cl)cc2)c(N)c(N2CCSCC2)n1	16	/	-4
CC(C)OC(=O)C1=C(N)N2C(=O)CSC2=C(C(=O)OC(C)C)C1	18	-5	-9
COc1ccc(C)cc1Nc1nc(C)cc(C)c1C#N	1	1	1
COc1ccc(/C=C/C(=O)N2CCC(n3c(=O)oc4ccc(C(C)(C)C)cc43)CC2)c(Cl)c1OC	4	-7	-7
CC(=O)N1N=C(c2ccncc2)OC1C(=O)N(C)CCNC(=O)C(F)(F)F (stereo not given)	11	/	-8
CCN(Cc1cccc(C)n1)Cc1nc(COC)no1	-1	/	-9
O=c1c2nn(Cc3cccc(F)c3)c(=O)n2ccn1-c1ccc(Br)cc1	3	1	0
CCOC(=O)c1ccc(OCC(=O)N2CCCC(C(N)=O)C2)cc1 (stereo not given)	11	-14	-8
c1ccc(CN2CCC(Nc3nncc(-c4cc5ccccc5o4)n3)C2)cc1 (stereo not given)	8	/	-8
CCCN(C(=O)Cc1coc2cc(C)ccc12)C1CCS(=O)(=O)C1 (stereo not given)	14	-16	-11
CC[C@H](C)C(=O)NCCCOc1cccc([N+](=O)[O-])c1	-2	-4	-7
COc1ccc(S(=O)(=O)CCC(=O)N(CCN(C)C)c2nc3c(Cl)cccc3s2)cc1	10	/	2
Cc1cc(C)n(C2CCN(C(=O)c3ccc4c(c3)CCO4)CC2)n1	18	-5	0
NCCn1cc(C(=O)N2C[C@@H]3[C@@H]4CC[C@@H](C4)[C@@H]3C2)nn1	4	-14	-4
Cc1nc2c(c(N3CCOCC3)n1)CN(C(=O)Nc1cccc(C#N)c1)CC2	17	-5	-3
Cc1cc(Nc2ccc3c(n2)C(=O)N([C@H](C)C(=O)NCCCO)C3)n(C)n1	6	/	-2
CN1C[C@@H]2CC[C@H](CC1=O)N2C(=O)c1ccnc(N)c1	24	-11	-8

A draw from above in order of heavy-atom count, smallest number first.
SMILES	NPYLR7 ag	mcGAS inh	hcGAS inh
CC[C@H](C)C(=O)NCCCOc1cccc([N+](=O)[O-])c1	-2	-4	-7
Cc1cc(C)n(C2CCN(C(=O)c3ccc4c(c3)CCO4)CC2)n1	18	-5	0
Cc1nc2c(c(N3CCOCC3)n1)CN(C(=O)Nc1cccc(C#N)c1)CC2	17	-5	-3
COc1ccc(S(=O)(=O)CCC(=O)N(CCN(C)C)c2nc3c(Cl)cccc3s2)cc1	10	/	2

New compounds follow
SMILES	NPYLR7 ag	mcGAS inh	hcGAS inh
CCS(=O)(=O)c1ccc(O)c(NC(=O)c2cc(Cl)c(Cl)n2C)c1	0	/	-4
COc1ccc(N2C(=O)C(c3c(C)[nH]n(-c4ccc(F)cc4)c3=O)=C([n+]3ccc(C)cc3)C2=O)cc1	-11	-11	-16
O=C(Cn1cccn1)N1CCC2(CCCN(CC3CCCCC3)C2=O)C1 (stereo not given)	17	-11	-10
COc1cc2c(cc1OC)CC(=O)N(CCCN(C)C[C@H]1Cc3cc(OC)c(OC)cc31)CC2	-5	-7	-6
CCOc1c(CC)cnc2c1c(=O)n(CC(N)=O)c(=O)n2C	-2	/	-10
CC1(C(=O)NNC(=O)C2(C)CC2Br)CC1Br (stereo not given)	4	/	-8
CN(Cc1ccc(C(=O)Nc2ccc3c(c2)CCC3=O)cc1)C1CCOCC1	-3	/	-1
Cc1ccc(-c2cc3c(=O)n(CC(=O)Nc4cc(Cl)ccc4C)ccn3n2)cc1	3	-6	-7
COC(=O)c1cc2n(n1)CCN(C(=O)c1ccc(Cl)s1)C2	-7	-14	-1
Cc1cccc(Cn2cc(SC(=N)N)c3ccccc32)c1	-8	-4	-3
CS(=O)(=O)N(CC(=O)N1CCN2CCCC2C1)c1cccc(F)c1 (stereo not given)	8	-17	-7
CN1CCN2CCN(C3CC(C)(C)NC(C)(C)C3)CC2C1 (stereo not given)	/	-6	-11
CCC(Nc1cccc(OC)c1)C(=O)N(C)Cc1n[nH]c2c1CCCC2 (stereo not given)	2	/	-8
CC1CN2C(=O)CN(C(=O)c3cc(F)ccc3C(F)(F)F)CC2c2ccccc21 (stereo not given)	2	-8	-6
CCC(C(=O)NC1CCN(c2ccccc2C(=O)NCC2CCCO2)CC1)c1ccccc1 (stereo not given)	7	-4	-10
COc1ccc(Cl)cc1CN1C(=O)C(C)ON=C1c1ccco1 (stereo not given)	-3	/	8
COC(=O)C(C)n1cnc2c(nnn2-c2cccc(OC)c2)c1=O (stereo not given)	7	/	-5
Nc1cc(=O)[nH]c(SCc2ccc(Cl)cc2Cl)n1	16	/	-2
Cc1cc(NC(=O)CN(C)C(=O)c2[nH]c3c(c2C)C(=O)CC(C)(C)C3)no1	11	/	-7
Cc1sc2nc(CCc3ccccc3)nc(N3CCN(S(=O)(=O)/C=C/c4ccccc4)CC3)c2c1C	-2	-7	-13
Cn1c(SCc2nc3ccccc3o2)nnc1-c1ccco1	-3	/	-3
CCC(C)N(Cc1ccncc1)Cc1ccc2c(C)cc(=O)oc2c1 (stereo not given)	-3	-20	-3
CCOc1ccc(NC(=O)c2cccnc2Nc2cccc(Cl)c2)cc1	-7	-5	-5
CCN(C(=O)CCc1csc(C)n1)C(C)c1ccc(F)cc1 (stereo not given)	0	/	-14
CC(CNC(=O)N1CCC(Oc2cccnc2)C1)c1ccsc1 (stereo not given)	6	-6	-5
CCS(=O)(=O)Oc1ccc(Cl)cc1CN(Cc1ccco1)C(=O)COC	20	-6	-5
Cc1cc(C)nc(NS(=O)(=O)c2ccc(N)cc2)n1	0&-3	-5	1&-7
O=C(c1ccc2c(c1)OCO2)N1Cc2cnn(CCO)c2C1	4	/	0
Cn1c(=O)c2c(ncn2CC(=O)OCC2CCCCO2)n(C)c1=O (stereo not given)	11	-4	-9
